miR122 inh: miR-122 inhibition in Huh7 cells | AID 602342 | Huh7 miR-122 Renilla luciferase sensor, 48 h; neutral wells = 0, positive control = 100 | activation (reporter increase), % at 12.5 µM | hit rate 0.3% among 340,000;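 active = mean replicate activation score at least 90 and every replicate individually at or above 90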;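 note: higher luciferase means less miR-122 activity so hits act as miR-122 inhibitors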
RAD52 anneal inh: inhibitors of human RAD52 DNA annealing; P43351; recombinant RAD52 DNA annealing, FRET fluorescence; inhibition, % at 18.7 µM; hit rate 0.46% among 360,000;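 active = every replicate showing at least 50% inhibition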
PglD DTNB: PglD (C. jejuni) enzyme inhibition | AID 602405 | purified PglD enzyme, DTNB colorimetric CoA detection | hit rate 0.098% among 360,000 | inhibition, % at 12.5 µM; in the data active = inhibition above about 16%, passing the limit was not always enough; note: strong numbers were not always called active
RAD54 branch: blocks human RAD54 Holliday junction branch migration | AID 602329 | Q92698 | FAM/BHQ fluorescence | inhibition, % at 10.4 µM | hit rate 0.14% among 360,000;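 active = mean normalized replicate activity at least 40 and at least half of replicates scoring 40 or more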;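 note: 0% = median of neutral control wells and 100% = median of positive control wells; inhibitors cause a drop in the FAM fluorescence signal; in these data hits start at about 50%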
Target sequence (Q92698 whole entry, looked up): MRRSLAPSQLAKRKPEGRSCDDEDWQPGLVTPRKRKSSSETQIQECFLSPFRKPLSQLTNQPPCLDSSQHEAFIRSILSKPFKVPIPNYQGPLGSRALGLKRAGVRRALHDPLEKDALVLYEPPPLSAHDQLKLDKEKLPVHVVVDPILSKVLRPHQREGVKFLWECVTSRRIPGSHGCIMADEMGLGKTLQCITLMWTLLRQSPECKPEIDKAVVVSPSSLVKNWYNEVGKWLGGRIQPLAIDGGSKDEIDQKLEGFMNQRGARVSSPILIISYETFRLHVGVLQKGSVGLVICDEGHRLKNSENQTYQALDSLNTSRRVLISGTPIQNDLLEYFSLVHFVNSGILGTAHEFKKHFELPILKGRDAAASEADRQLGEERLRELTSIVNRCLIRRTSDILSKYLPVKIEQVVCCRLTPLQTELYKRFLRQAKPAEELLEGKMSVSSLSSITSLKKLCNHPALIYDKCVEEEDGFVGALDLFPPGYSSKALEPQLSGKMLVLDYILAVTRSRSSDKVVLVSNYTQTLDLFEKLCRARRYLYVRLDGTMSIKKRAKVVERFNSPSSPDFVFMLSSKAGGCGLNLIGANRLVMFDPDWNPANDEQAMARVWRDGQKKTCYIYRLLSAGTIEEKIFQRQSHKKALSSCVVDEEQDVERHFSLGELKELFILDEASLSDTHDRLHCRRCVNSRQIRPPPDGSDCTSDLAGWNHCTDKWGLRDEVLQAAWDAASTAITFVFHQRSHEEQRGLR
E-selectin induc: E-selectin induction on HUVECs; P16581; HUVEC E-selectin immunofluorescence imaging; normalized: neutral wells 0, TNF-alpha wells 100; activation, % at 7.58 µM; hit rate 0.37% among 260,000;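 active = mean E-selectin-positive cell signal at least 10% of the positive control, reached in at least 60% of replicates, without over 20% cell loss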;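 note: in these data hits start at about 27%; measured in HUVEC primary endothelial cells; signal is the percent of cells scored E-selectin positive by PE staining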
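Read-out basis: % PE-positive cells; Test system: HUVEC primary endothelial cells; Technique: immunofluorescence imaging; Dosing: single-point compound dose.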
ERAP1 HTS inh: inhibitors of human ERAP1 aminopeptidase; recombinant ERAP1, Leu-AMC fluorescence, 60 min; hit rate 0.15% among 340,000; inhibition, % at 10.7 µM; AID 652197;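 active = mean replicate inhibition of at least 30%, or all replicates individually reaching that 30% level; inactive = mean below 30% and not every replicate reaching it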;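 note: 0% = neutral control wells and 100% = L-leucinethiol positive control wells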
PGC1a acetyl inh: lowers PGC1a acetylation signal in U2OS cells. AlphaScreen anti-acetyl-lysine; with virally co-expressed GCN5 acetyltransferase. inhibition, % at 15.6 µM. hit rate 0.17% among 350,000;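 active = every replicate shows inhibition of at least 40%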;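 note: 0% = neutral control wells and 100% = positive control wells; some results beyond the cut were filed as inactive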
Cneo AK release: Cryptococcus neoformans lysis via adenylate kinase release. lysis activity, % at 15 µM. hit rate 0.2% among 360,000. AID 651654. C. neoformans lysis, adenylate kinase release luminescence, 4 h; normalised: neutral wells 0, clomiphene wells 100;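 active = mean lysis activity across replicates of at least 80%, whatever share of replicates individually reach that level; inactive = mean lysis activity below 80%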
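Test system: log-phase Cryptococcus neoformans yeast cells. Input: 5 × 10^6 yeast cells/mL. Medium: fresh YPD growth medium. Doses: single dose. Incubation: static 4 h at 37 °C with compound, 1 h detection. Measured by: luminescent adenylate kinase detection reagent. Read-out: signal increase indicating cell lysis. Benchmarks: Clomiphene.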
Starred values were filed as active, the others as inactive; . = no result given; [ ] = another dose, or the depositor's remark.

1) Cc1nnc(SCC(=O)N2CCC(C(N)=O)CC2)s1
2) CCc1ccc2nc(N(CCCN(C)C)C(=O)c3ccc(S(=O)(=O)N4CCc5ccccc5C4)cc3)sc2c1
3) CCCC#Cc1cnc2c(c1)C(=O)N([C@H](C)CO)C[C@@H](C)[C@@H](CN(C)C(=O)NCCC)O2
4) O=C(COC(=O)CCOc1ccccc1)Nc1ccc(Cl)cn1
5) CCC(C)N(C(=O)COc1ccccc1C(=O)NCc1ccccc1)C1CCS(=O)(=O)C1 (configuration not stated)
6) C/C=C/c1ccc2c(c1)O[C@@H](CN(C)C(=O)COC)[C@H](C)CN([C@H](C)CO)S2(=O)=O
7) COc1cc2c(cc1OC)C(c1ccccc1F)NCC2 (configuration not stated)
8) Cn1c(=O)n(CCc2ccccc2)c2ccccc21
assay / compound	1	2	3	4	5	6	7	8
miR122 inh	-5.4	-13.8	41.8[16.7 µM]	-1.3	.	.	1.2	4.4
RAD52 anneal inh	.	30.5	-5.2	.	-11.2	7.5	-12.1	-7.6
PglD DTNB	3.3	0.4	-3.0	-6.6	5.9	-10.2	-2.1	0.1
RAD54 branch	-3.0	7.7	-2.5	-7.5	-16.3	-2.3	-0.6	-3.1
E-selectin induc	.	-1.5	-0.4	.	-0.7	0.5	0.2	0.8
ERAP1 HTS inh	.	0.4	-3.1	.	1.3	1.4	-0.4	-1.4
PGC1a acetyl inh	-6.5	.	-3.7	17.9	.	4.8	-23.5	-0.5
Cneo AK release	-0.1	-1.7	0.3	0.9	-3.6	-6.7	6.3	-0.3

9) COC(=O)C1CC(Cl)CN1c1ncc(C(F)(F)F)cc1Cl (configuration not stated)
10) CC(=O)N(C)C[C@H]1Oc2cc(/C=C/c3ccccc3)ccc2S(=O)(=O)N([C@H](C)CO)C[C@@H]1C
11) COc1cc(NC(=S)N2CCN(c3ccccn3)CC2)cc(OC)c1
12) CN1CCN(/C=N/c2c(C#N)cnn2-c2ccccc2)CC1
13) CN(C)S(=O)(=O)c1cccc(COc2ncnc3c(Cl)cc(Cl)cc23)c1
14) COCc1ccc([C@@H]2C[C@H]3CN(Cc4cccc(Cl)c4)C(=O)[C@]34CCCN24)o1
15) COc1ccc(Br)c(C(=O)N2CCCC2(C)C(=O)NCC(C)C)c1 (configuration not stated)
16) COC(=O)CSc1snnc1-c1ccc(Cl)c(Cl)c1
assay / compound	9	10	11	12	13	14	15	16
miR122 inh	-2.6	19.0[16.7 µM]	17.9	4.2	-2.5	3.1	4.6	1.4
RAD52 anneal inh	-8.1	-1.6	.	.	6.7	-13.7	-3.6	.
PglD DTNB	.	4.5	11.4	-3.4	-8.1	4.4	2.2	-0.4
RAD54 branch	.	4.4	3.8	-35.4	-4.6	8.2	6.2	-3.1
E-selectin induc	.	-0.2	0.0	.	.	3.4	-0.1	.
ERAP1 HTS inh	4.0	-4.2	.	.	2.5	0.7	-11.5	.
PGC1a acetyl inh	0.7	0.1	5.1	1.9	-5.2	3.5	-5.2	15.6
Cneo AK release	.	-2.0	0.9	0.4	-2.1	2.7	-0.9	-5.6

17) C[C@H](CO)N1C[C@H](C)[C@H](CN(C)Cc2ccc3c(c2)OCO3)OCCCC[C@H](C)Oc2ccc(NC(=O)CCC(F)(F)F)cc2C1=O
18) CC12CCC(=O)N1C(C(=O)OCC(=O)Nc1sccc1C#N)CS2 (configuration not stated)
19) CCOC(=O)CSc1nc(N)c(C#N)c(-c2ccc(OCC)cc2)c1C#N
20) CCn1c(SCC(=O)Nc2ccc(C(C)=O)cc2)nnc1C1CC1
21) Cc1nn(Cc2ccccc2)c(C)c1NC(=O)CSc1nnc(-c2cc(Cl)ccc2O)n1C
22) Cc1nc2ccccc2c(=O)n1/N=C/c1ccc(N(C)C)cc1
23) O=C(NCC1CCCO1)c1cn(Cc2ccccc2)nc1-c1ccc(Cl)cc1 (configuration not stated)
24) O=C(CCCOc1cccc(Br)c1)NCCOc1ccccc1
assay / compound	17	18	19	20	21	22	23	24
miR122 inh	5.9[16.7 µM]	-8.1	-5.5	0.4	-0.6	10.6	.	-7.3
RAD52 anneal inh	1.0	.	.	-5.1	14.1	.	-8.6	9.8
PglD DTNB	2.2	-6.6	-6.9	2.4	2.4	-0.7	0.0	-0.4
RAD54 branch	-7.3	-2.4	1.6	2.6	-12.0	-2.8	-6.6	-6.5
E-selectin induc	0.1	.	.	.	.	.	0.3	.
ERAP1 HTS inh	2.6	.	.	2.5	-9.8	.	0.0	-1.5
PGC1a acetyl inh	-9.5	6.8	-0.7	-2.5	3.9	8.1	-10.8	-6.1
Cneo AK release	-0.4	-0.4	0.3	-2.0	1.0	-1.3	0.7	1.8

25) CSc1cccc(NC(=O)c2c(Cl)cnn2C)c1
26) CN1CCN(c2ccc(S(=O)(=O)N3CCOCC3)cc2)CC1
27) C[C@@H]1CN([C@H](C)CO)C(=O)Cc2cc(NS(C)(=O)=O)ccc2O[C@@H]1CN(C)S(=O)(=O)c1ccccc1
28) Cn1c(=O)c2c(nc(CN3CCN(CCO)CC3)n2Cc2ccccc2Cl)n(C)c1=O
29) C=CCC[C@H](Cc1ccc(F)cc1)C(=O)OC[C@@H](Cc1c[nH]c2ccccc12)NC(=O)[C@@H](CC=C)CC(=O)N[C@H](CO)Cc1ccccc1
30) CCOC(=O)/C(C#N)=C/N1CCOCC1
31) Cc1ccc(CNC(=O)CCS(=O)(=O)c2cccc3nonc23)cc1
32) O=C(O)c1ccc(-c2ccc(O)c(F)c2)cc1
assay / compound	25	26	27	28	29	30	31	32
miR122 inh	-1.1	-3.6	6.6[16.7 µM]	-1.4	.	-2.1	-5.8	-6.1
RAD52 anneal inh	-2.7	-7.6	10.0	3.0	-15.3	-1.3	.	-8.8
PglD DTNB	-2.0	0.4	-1.1	0.8	5.6	-2.3	-3.1	1.5
RAD54 branch	11.9	-3.7	4.4	2.5	5.4	-9.0	3.8	0.0
E-selectin induc	.	-0.9	-2.5	.	0.0	0.6	.	-0.4
ERAP1 HTS inh	6.6	-0.2	3.5	0.2	-3.7	-3.2	.	8.4
PGC1a acetyl inh	5.7	-6.8	1.2	17.3	.	0.8	1.2	3.6
Cneo AK release	-3.1	-2.8	-1.1	2.0	1.5	-1.5	-1.4	2.2

33) Cc1c(C(=O)O)cccc1-n1c(C)cc(/C=C(/C#N)C(=O)NCc2ccccc2)c1C
34) COC(=O)C1(N2CC3=C[C@@H]([C@@H](O)Cc4ccccc4)n4c(=O)n(C)c(=O)n4[C@@H]3[C@@H](C3CC3)O2)CCCC1
35) Cc1ccc(S(=O)(=O)NCc2cccnc2)cc1C
36) COCC(=O)Nc1ccc2c(c1)C(=O)N(C)C[C@H](OC)[C@H](C)CN(C(=O)c1ccncc1)[C@H](C)CO2
37) c1ccc2nc3c(nc2c1)[nH]c1ccccc13
38) O=C(C[C@@H]1CC[C@@H]2[C@H](COC[C@@H](O)CN2C(=O)Nc2ccc(F)cc2)O1)NCCc1ccncc1
39) COc1ccc(S(=O)(=O)N(C)C[C@H]2OCCCC[C@@H](C)Oc3ccc(NS(=O)(=O)c4ccc(C)cc4)cc3C(=O)N([C@H](C)CO)C[C@@H]2C)cc1
40) N#Cc1ccc(C(=O)NNC(=O)c2ccncc2)cc1
assay / compound	33	34	35	36	37	38	39	40
miR122 inh	-5.3	.	28.5	6.1[16.7 µM]	0.8	-1.1[16.7 µM]	-0.1[16.7 µM]	-7.8
RAD52 anneal inh	-0.2	3.8	-19.8	-2.3	.	-6.3	12.7	-1.2
PglD DTNB	.	.	1.7	-3.5	-2.5	44.2	-0.8	-3.5
RAD54 branch	.	.	-1.2	0.5	-4.3	0.1	1.7	10.1
E-selectin induc	83.2*	.	.	0.0	.	0.0	0.1	1.8
ERAP1 HTS inh	4.6	-2.3	3.8	-1.3	.	1.6	-0.4	-1.7
PGC1a acetyl inh	-7.0	4.5	6.3	-2.0	.	3.7	6.6	16.0
Cneo AK release	.	0.7	6.6	6.8	-4.9	2.3	-3.7	2.6

41) CCC(=O)NC(=S)Nc1ccc(NC(=O)c2ccco2)cc1
42) CC(OC(=O)C1CC2CCCC(C1)C2=O)C(=O)Nc1cccc([N+](=O)[O-])c1 (configuration not stated)
43) COc1cccc(CN2CC(C(=O)N3CCCO3)CCC2=O)c1 (configuration not stated)
44) CCOC(=O)CC(=O)Nc1ccc(C(=O)OCC)cc1
45) O=C(NCCN1CCCCC1)Nc1cccc(Cl)c1Cl
46) Clc1ccccc1C1=Nn2c(nnc2-c2ccco2)SC1
47) Cc1noc(C)c1NC(=O)Nc1ccc2c(c1)CC(=O)N([C@H](C)CO)C[C@H](C)[C@H](CN(C)S(=O)(=O)c1cn(C)cn1)O2
48) CCCCc1nc(NCCN2CCOCC2)c(C#N)c2c1COC(C)(C)C2
49) CC(C)c1nnc(NC(=O)C2CCCN(C(=O)Nc3ccc(F)cc3)C2)s1 (configuration not stated)
50) CCN(CC(=O)Nc1ccc(OC)cc1)C(=O)c1ccc2c(c1)NC(=O)CS2
51) CCN1C(=O)CSc2ccc(C(=O)NCc3ccccc3OC)cc21
assay / compound	41	42	43	44	45	46	47	48	49	50	51
miR122 inh	-12.9	-10.4	-4.4	-1.4	0.6	4.4	-2.2[16.7 µM]	-1.7	-7.2	2.8	-8.2
RAD52 anneal inh	-19.9	-2.4	-4.3	.	-18.0	-19.5	.	.	9.4	-18.2	-18.1
PglD DTNB	.	2.7	4.7	-3.5	16.1	4.9	2.4	6.9	-1.6	-3.9	-0.5
RAD54 branch	.	0.7	2.8	-7.0	-1.8	5.2	-3.1	-7.6	5.6	1.5	7.3
E-selectin induc	-0.3	-0.1	-0.2	.	0.4	.	-0.1	.	0.6	-0.2	.
ERAP1 HTS inh	6.3	0.3	0.1	.	-3.0	.	.	.	-5.6	4.5	1.1
PGC1a acetyl inh	-6.3	-1.1	1.5	-3.3	-7.8	-6.8	0.0	-1.4	-0.7	3.9	-6.1
Cneo AK release	.	0.6	-4.0	-0.8	-0.5	3.4	-0.4	-1.0	2.5	2.3	2.7

Full records as entered above:
Profile of `CCN(CC(=O)Nc1ccc(OC)cc1)C(=O)c1ccc2c(c1)NC(=O)CS2` : miR122 inh = 2.8; RAD52 anneal inh = -18.2; PglD DTNB = -3.9; RAD54 branch = 1.5; E-selectin induc = -0.2; ERAP1 HTS inh = 4.5; PGC1a acetyl inh = 3.9; Cneo AK release = 2.3
Profile of `Clc1ccccc1C1=Nn2c(nnc2-c2ccco2)SC1` : miR122 inh = 4.4; RAD52 anneal inh = -19.5; PglD DTNB = 4.9; RAD54 branch = 5.2; E-selectin induc = .; ERAP1 HTS inh = .; PGC1a acetyl inh = -6.8; Cneo AK release = 3.4
